# RPL19A TOR yeast = modulators of TOR pathway RPL19A-GFP in S. cerevisiae; percent response vs DMSO, % at 10 µM; hit rate 0.3% among 330,000; AID 2025; S. cerevisiae RPL19A-GFP strain, flow cytometry, 3 h; hits give low values;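 active = percent response vs DMSO below 50%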;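 also: median channel GFP fluorescence of the barcoded RPL19A-GFP strain; ratio of sample median GFP to plate DMSO average so 100% = DMSO; lower means less RPL19A-GFP as with rapamycin TOR inhibition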
# ZTA DNA inh = blocks Epstein-Barr virus ZTA, an EBNA-1 counter-screen. inhibition, % at 11 µM. ZTA-DNA binding, fluorescence polarization. hit rate 0.15% among 320,000. AID 2234. P03206; in the data active = inhibition above about 33%
# EBNA-1 inh = blocks EBNA-1 binding to DNA; EBNA-1 DNA binding, fluorescence polarization; inhibition, % at 14.8 µM; hit rate 0.34% among 300,000; AID 1950; in the data active = inhibition above about 28%
# procasp3 activ = activates human procaspase-3 | P42574 | recombinant procaspase-3 D3A, Ac-DEVD-pNA absorbance 405 nm | activation, % at 8.5 µM | hit rate 0.11% among 330,000 | AID 463141;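 active = activation above the mean of all tested compounds plus 3 SD, cut at about 21% in these data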;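 also: 0% = DMSO alone and 100% = DMSO wells spiked with extra 5 µM PC-3 D3A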
#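 Assay system – Procaspase-3 D3A mutant · Benchmarks – DMSO low control, extra-enzyme high control · Technique – 405 nm absorbance of p-nitroaniline, reads at 0 and 120 min · Doses – 8.5 µM nominal · Measure – % activation between DMSO and enzyme-spiked controls · Also added – Ac-DEVD-pNA chromogenic peptide substrate · Schedule – 1 h compound preincubation, 2 h substrate hydrolysis at 25 °C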
# MEP2 TOR yeast = modulators of TOR pathway MEP2-GFP in S. cerevisiae | S. cerevisiae MEP2-GFP strain, flow cytometry GFP, 3 h; 100% = DMSO control level | GFP response vs DMSO, % at 10 µM | hit rate 0.51% among 330,000 | AID 2016;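 active = GFP response versus DMSO above a set limit, roughly screen mean plus 3 SD, cut at about 180% in these data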;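 also: median GFP fluorescence of the barcode-gated MEP2-GFP cells per well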
# LAP4 TOR yeast = yeast TOR pathway LAP4-GFP modulation | AID 2023 | hit rate 0.34% among 320,000 | S. cerevisiae LAP4-GFP multiplex, flow cytometry GFP, 3 h; median GFP as percent of DMSO wells | GFP response vs DMSO, % at 10 µM;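 active = GFP response vs DMSO above a set limit, about the screen mean plus 3 SD, cut at about 150% in these data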
# AHR act = activates the human aryl hydrocarbon receptor; P35869; AID 2796; activation, % at 5 µM; hit rate 2.5% among 320,000; AHR-responsive luciferase reporter cells, luminescence; in the data active = activation above about 47%;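 also: 0% = vehicle wells and 100% = reference agonist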
# procasp7 counter = counter-screen: procaspase-7 (human) activation. P55210. recombinant procaspase-7, Ac-DEVD-pNA absorbance 405 nm; D23A/D198A/D206A triple mutant, cannot self-cleave; scale: DMSO 0, 5 µM enzyme 100. activation, % at 8.5 µM. hit rate 0.093% among 330,000. AID 463210;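 active = percent activation above the screen-wide mean plus 3 SD, cut at about 25% in these data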
#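 signal = Epi-absorbance of released pNA at 405 nm, two timepoints | assay system = Uncleavable procaspase-7 mutant enzyme | reagent = Ac-DEVD-pNA substrate, 400 µM as added | times = 1 h enzyme–compound preincubation and 2 h substrate reaction, both 25 °C | benchmarks = low DMSO alone, high DMSO plus 5 µM PC-7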
# An asterisk follows results filed as active; . = not tested or not shown; & = joins results of further samples; [ ] = remark or other dose. Only part of the results is shown (hit frequency here may not be typical).
# Each structure is followed by: ZTA DNA inh	EBNA-1 inh	AHR act	procasp3 activ	MEP2 TOR yeast	LAP4 TOR yeast	procasp7 counter	RPL19A TOR yeast
> CN(C)[C@@H]1C(=O)C(C(N)=O)=C(O)[C@@]2(O)C(=O)C3=C(O)c4c(O)cccc4[C@@](C)(O)C3[C@H](O)C12 (some centres not stated)
→ 14&-4	14&-8	-1&4	-2&6	103&91	128&100	1&-14	101&92
> COC(=O)[C@@H]1C[C@H]1[C@@H](NP(=O)(c1ccccc1)c1ccccc1)c1ccccc1
→ -7	3	2	-1	88	105	3	98
> O=c1[nH]c(=O)n(CCC2=CCCCC2)c(O)c1/C=N/Nc1cccc2ccccc12
→ 3	1	43	-4	107	92	0	106
> CN1CC=C2C(C#N)=C(N)C(C#N)(C#N)C(c3ccncc3)C2C1 (configuration not stated)
→ -9	8	5	-2	103	94	-3	86
> c1ccc(CCNCc2cccnc2)cc1
→ 5	-7	0	6	99	105	0	97
> COP(=O)(Cc1ccc(C#N)o1)OC
→ 2	4	3	4	107	.	-1	103
> CC(C)(O)C(=O)Nc1ccc([N+](=O)[O-])c(C(F)(F)F)c1
→ -9	.	1	1	102	106	-2	103
> Cc1cc(C)cc(-n2c(O)c(C=Nc3ccc(N4CCOCC4)cc3)c(=O)[nH]c2=S)c1
→ 12	-8	6	-10	112	100	-13	114
> Cn1c(O)c(C(=Nc2ccccc2)SCc2ccccc2Cl)c(=O)n(C)c1=O
→ -21	-11	-1	2	94	150	-8	98
> CN(C)CCc1nn[nH]n1
→ 1	17	1	2	105	102	-12	98
> CC(C)CC(=O)Nc1ccc(S(=O)(=O)N2CC3CC(C2)c2cccc(=O)n2C3)cc1 (configuration not stated)
→ 10	-1	2	9	99	105	10	98
> CCCCCCn1c(O)c(C=NCCN2CCCCC2)c(=O)[nH]c1=O
→ -3	-9	-1	4	95	87	6	92
> CCCCn1c(O)c(C(CC)=Nc2ccc(OC)cc2OC)c(=O)[nH]c1=O
→ -24	-4	4	-7	99	105	-11	99
> CN1CCN(c2cc(N3CCCCCC3)c(F)cc2[N+](=O)[O-])CC1
→ 3	2	7	1	100	87	-11	98
> NP(=O)(OCCCc1ccccc1)Oc1ccccc1Cl (configuration not stated)
→ 10	11	0	4	98	121	6	101
> OC[C@@H](O)CCl
→ -23	-8	-4	4	91	97	-5	93
> COC(=O)CN1C(=O)CN=C(c2ccccc2Cl)c2cc(Br)ccc21
→ -10	-7	0	-5	93	.	5	96
> COC(=O)C1=C(c2ccc(OCc3ccccc3)cc2)C[C@@H]2CC[C@H]1N2C(=O)NCc1cccc(C(F)(F)F)c1
→ -16	.	-1	16	90	94	10	92
> CCCC(C)C1(CC)C(=O)NC(=Nc2ccccc2)NC1=O (configuration not stated)
→ -1	-1	4	-6	100	97	-4	100
> Cc1c(N=Nc2c(O)[nH]c(=O)[nH]c2=O)c(=O)n(-c2ccccc2)n1C
→ 6	4	4	-5	98	102	-3	103

# Another view of part of the listing above.
molecule,ZTA DNA inh,EBNA-1 inh,AHR act,procasp3 activ,MEP2 TOR yeast,LAP4 TOR yeast,procasp7 counter,RPL19A TOR yeast
NP(=O)(OCCCc1ccccc1)Oc1ccccc1Cl (configuration not stated),10,11,0,4,98,121,6,101
OC[C@@H](O)CCl,-23,-8,-4,4,91,97,-5,93
COC(=O)CN1C(=O)CN=C(c2ccccc2Cl)c2cc(Br)ccc21,-10,-7,0,-5,93,.,5,96

# (next part)
# Each structure is followed by: ZTA DNA inh	EBNA-1 inh	AHR act	procasp3 activ	MEP2 TOR yeast	LAP4 TOR yeast	procasp7 counter	RPL19A TOR yeast
> CC(Cc1ccccc1)NC=O (configuration not stated)
→ -10	6	-1	0	102	111	6	99
> O=[N+]([O-])c1cc(O)c(O)c([N+](=O)[O-])c1
→ 10	4	1	-7	97	123	12	103
> CCOc1cc(C)cc2oc(=O)c3c(c12)CCCC3
→ 1	0	2	0	105	105	-3	104
> O=C(COc1ccccc1)c1cn(Cc2ccccc2)c2ccccc12
→ -2	7	84*	1	103	92	9	100
> COC(=O)C1=C(c2ccc(OC)c(OC)c2)C[C@@H]2CC[C@H]1N2C(=O)N1CCCC1
→ -6	.	0	5	97	98	4	97
> CC(C)N1C(=O)NC(=O)C2(Cc3cc([N+](=O)[O-])ccc3N(C)C2c2ccccc2)C1=O (configuration not stated)
→ 9	6	9	-8	93	92	1	96
> CNCCc1c[nH]c2ccc(O)cc12
→ -4	6	1	-4	96	108	2	103
> O=C1c2ccccc2C(=O)N1Cc1nc2ccccc2c(=O)n1-c1ccc(Br)cn1
→ -3	-7	2	5	88	104	2	100
> CC1CCN(C(=O)COC(=O)c2cn(C)c3ccccc23)CC1
→ -5	.	8	-5	93	98	0	95
> Cc1nc2ncnn2c(C)c1CCC(=O)N1CCC2(CC1)OCCO2
→ 2	4	-1	13	105	104	-11	101
> CN1CCN(C(=O)COc2ccc(C(C)(C)C)cc2Br)CC1
→ -8	-7	2	0	95	100	1	99
> C=Cn1ccnc1P(=S)(c1ccc(Cl)cc1)c1nccn1C=C
→ -1	-1	2	6	91	104	4	93
> COC(=O)C1=C(c2cccc(OCc3ccccc3)c2)C[C@@H]2CC[C@H]1N2C(=O)NCc1ccc(F)cc1
→ 2	.	0	2	85	100	4	96
> CCn1cc(C(=O)N2CCOCC2)c2ccccc21
→ -1	2	3	0	94	94	5	95
> CCC1(CCCC(=O)c2ccc(F)cc2)C(=O)NC(=S)NC1=O
→ -14	-4	2	-1	97	94	2	94
> COc1ccc(CC[n+]2cc(/N=C(\C)[O-])on2)cc1OC
→ -26	-3	2	-5	100	92	-5	98
> O=C1CN=C(c2cccs2)c2c(sc3c2CCCC3)N1
→ 13	7	0	6	110	114	1	107
> O=C1NC(=O)N(c2ccccc2)C(=O)/C1=C\c1ccc2c3c(cccc13)CC2
→ -9	-5	13	-4	.	.	-10	.
> Cc1cccc(CCNCc2cc3ccc(C)cc3[nH]c2=O)c1
→ 2	11	10	-9	94	106	-15	94
> COc1cccc(CNCCc2ccc3c(c2)OCO3)c1OC
→ 1	5	2	1	105	92	6	110
> O=C(CNC(=O)c1ccccc1Cl)Nc1ccc(Br)cc1C(=O)c1ccccc1
→ 10	10	17	0	91	92	-7	102
> CN(C)C(=O)Oc1ccc(-c2nnco2)cc1
→ -8	-1	1	-2	109	99	3	100
> O=C(Cc1ccccc1)Oc1ccc(N2C(=O)CCC2=O)cc1
→ -13	-9	1	-2	90	102	0	93
> Cc1ccc(C(=O)C2CN(C)CC2C(=O)c2ccc(C)cc2)cc1 (configuration not stated)
→ -1	7	4	-1	100	96	3	97
> Cc1ccc(-c2nc3ccccc3c(=O)n2-c2ccc(Br)cn2)cc1
→ -2	-4	28	-5	91	99	3	100
> CC(C)c1ccc(C2N3CCCN23)cc1 (configuration not stated)
→ -4	12	4	5	104	92	1	104
> COc1cc2c(cc1OC)[C@@]13CCN4CC5=CCO[C@H]6CC(=O)N2[C@H]1[C@H]6[C@H]5C[C@H]43
→ -3	-11	0	10	111	106	8	100
> CCOc1cccc(N2C(=O)CC(=O)NC2=O)c1
→ 8	4	1	-11	104	97	-3	101
> COP(=O)(OC)C(Nc1ccccc1)c1ccccc1 (configuration not stated)
→ -11	-6	-2	-3	100	91	4	102
> Nc1ccc(N2CCN(Cc3ccccc3Cl)CC2)c(Cl)c1
→ -9	3	1	-7	108	113	-11	103
> CCCC/C(C)=C/[C@@H](NP(=O)(c1ccccc1)c1ccccc1)c1ccccc1
→ -19	-2	3	10	96	97	-9	100
> CCCCOC(=O)C1=C(N)OC2=C(C(=O)CCC2)[C@]12C(=O)Nc1ccccc12
→ -2	3	20	7	105	98	-6	108
> COC(=O)C1=C(c2ccc(-c3ccccc3)c(F)c2)C[C@@H]2CC[C@H]1N2C(=O)NCCNC(C)=O
→ 0	.	0	-3	93	100	3	97
> Cc1ccc(C)c(Cn2c(C(=O)O)c(C=O)c3ccccc32)c1
→ 0	-5	3	3	95	102	-7	99
> CCn1c(O)c(C=NCc2cccs2)c(=O)[nH]c1=O
→ 15	4	0	1	93	94	-7	95
> COC(=O)C1=C(c2ccc3ccccc3c2)C[C@@H]2CC[C@H]1N2C(=O)N1CCOCC1
→ -3	.	0	0	89	83	-13	96
> O=C1NC(=O)C(CCc2ccncc2)(CCc2ccncc2)C(=O)N1Cc1ccc(F)cc1
→ 3	2	4	-1	99	95	-1	94
> Cc1ccnc(-n2c(-c3ccco3)nc3ccccc3c2=O)c1
→ 5	-3	4	2	100	104	0	99
> CCCCn1c(O)c(C(C)=NCc2ccc(F)cc2)c(=O)[nH]c1=O
→ 6	-8	-8	1	101	98	7	96
> Cc1ccccc1OCCCn1cc(C(=O)C(=O)N2CCOCC2)c2ccccc21
→ 4	6	2	3	97	106	6	97

# Profiles as entered above:
# `CN(C)[C@@H]1C(=O)C(C(N)=O)=C(O)[C@@]2(O)C(=O)C3=C(O)c4c(O)cccc4[C@@](C)(O)C3[C@H](O)C12` (some centres not stated) across the screens: ZTA DNA inh = 14&-4; EBNA-1 inh = 14&-8; AHR act = -1&4; procasp3 activ = -2&6; MEP2 TOR yeast = 103&91; LAP4 TOR yeast = 128&100; procasp7 counter = 1&-14; RPL19A TOR yeast = 101&92
# `CC(C)CC(=O)Nc1ccc(S(=O)(=O)N2CC3CC(C2)c2cccc(=O)n2C3)cc1` (configuration not stated) across the screens: ZTA DNA inh = 10; EBNA-1 inh = -1; AHR act = 2; procasp3 activ = 9; MEP2 TOR yeast = 99; LAP4 TOR yeast = 105; procasp7 counter = 10; RPL19A TOR yeast = 98
# `COc1ccc(CC[n+]2cc(/N=C(\C)[O-])on2)cc1OC` across the screens: ZTA DNA inh = -26; EBNA-1 inh = -3; AHR act = 2; procasp3 activ = -5; MEP2 TOR yeast = 100; LAP4 TOR yeast = 92; procasp7 counter = -5; RPL19A TOR yeast = 98

# Other structures.
# Each structure is followed by: ZTA DNA inh	EBNA-1 inh	AHR act	procasp3 activ	MEP2 TOR yeast	LAP4 TOR yeast	procasp7 counter	RPL19A TOR yeast
> COc1ccc(Cn2c(N)c(C(=O)NCc3ccco3)c3nc4ccccc4nc32)cc1
→ 5	-9	3	0	107[may fluoresce violet]	89[may fluoresce violet]	-18	94[may fluoresce violet]
> CNC(=S)N(C)CCc1cc2c(c(OC)c1/C=C1/C(=O)NC(=O)N(C)C1=O)OCO2
→ 5	1	1	-8	99	111	-7	97
> COc1ccc(CCN(C)Cc2ccc(F)cc2F)cc1OC
→ 6	11	-1	9	109	99	5	101
> CC(=O)O[C@@]12CO[C@@H]1C[C@H](O)[C@@]1(C)C(=O)[C@H](O)C3=C(C)[C@@H](O)C[C@@](O)([C@@H](OC(=O)c4ccccc4)C12)C3(C)C (some centres not stated)
→ 8	4	-1	17	88	99	2	92
> Cc1nc2sccc2c(=O)n1-c1ccccc1Cl
→ 3	0	5	0	95	85	1	96
> Cc1ccccc1-n1c(O)c(C=Nc2ccc(N(C)C)cc2)c(=O)[nH]c1=O
→ 172*	43*	61*	-2	108	99	-19	98
> Cc1oc(-c2ccc(F)cc2F)nc1CN1C[C@@H]2C[C@@H](C1)c1cccc(=O)n1C2
→ -8	-7	2	2	100	98	2	100
> Cc1cc(OCC(=O)N[C@H](C(=O)O)c2ccccc2)c2c3c(c(=O)oc2c1)CCC3
→ -2	-3	0	11	98	103	7	98
> OCCNCCc1c[nH]c2ccc(OCc3ccccc3)cc12
→ -1	-3	1	2	105	87	0	102
> CS(=O)(=O)NNP(=O)(NNS(C)(=O)=O)NC(=O)c1ccccc1
→ 2	-4	5	-1	104	118	-8	102
> FC(F)(F)c1cccc(NC2=NCCCS2)c1
→ 2	5	4	3	110	89	-8	102
> Nc1ccccc1C(=O)OC1CSC1
→ 9	-9	0	1	104	97	7	97
